yeast mec2-1: NCI yeast anticancer drug screen, S. cerevisiae mec2-1 strain; AID 157, 2004; 79,000 compounds, 9% hits; growth inhibition, % at 50 µM;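 further: 0% = growth of vehicle-only cultures of the same strain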
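Yeast mec2-1 mutant treated with compound. Readout: growth inhibition vs vehicle controls.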
mlh1 rad18: NCI yeast anticancer drug screen, S. cerevisiae mlh1 rad18 strain. 79,000 compounds, 11% hits. % growth inhibition at 50 µM;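 further: 0% = growth of vehicle-only cultures of the same strain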
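Compound-treated yeast growth, normalised to vehicle controls. Strain bears defined DNA repair mutations.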
sgs1 mgt1: NCI yeast anticancer drug screen, S. cerevisiae sgs1 mgt1 strain; growth inhibition, % at 50 µM; 78,000 compounds, 10% hits;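 further: 0% = growth of vehicle-only cultures of the same strain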
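Compounds are added to genetically altered yeast, and growth is compared with cultures given vehicle alone to give percent inhibition.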
bub3: NCI yeast anticancer drug screen, S. cerevisiae bub3 mutant strain; % growth inhibition at 50 µM; 78,000 compounds, 9.9% hits;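 further: 0% = growth of vehicle-only cultures of the same strain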
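Growth of a checkpoint-deficient yeast mutant is measured after compound exposure. Values represent inhibition relative to vehicle.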
yeast cln2 rad14: NCI yeast anticancer drug screen, S. cerevisiae cln2 rad14 strain | 78,000 compounds, 8.3% hits | growth inhibition, % at 50 µM | AID 165, 2004;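 further: 0% = growth of vehicle-only cultures of the same strain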
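cln2 rad14 yeast strain; compound exposure; growth inhibition read vs vehicle controls.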
rad50: NCI yeast anticancer drug screen, S. cerevisiae rad50 strain; % growth inhibition at 50 µM; 79,000 compounds, 10% hits; AID 155, 2004;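 further: 0% = growth of vehicle-only cultures of the same strain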
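Readout: growth inhibition relative to vehicle-treated cultures. Compound exposure was carried out in a genetically defined yeast strain deficient in DNA damage repair.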
* hit, by the source's call; nt = no result given; & = joins results of further samples; ! = a repeat was not active. No stated cut-off is given here; in the data, active means growth inhibition above about 70%; inactive means the rest.

Key to letters – A = yeast mec2-1; B = mlh1 rad18; C = sgs1 mgt1; D = bub3; E = yeast cln2 rad14; F = rad50
[1] COc1ccc(N(Cc2ccc(C)o2)C(=S)Nc2ccccc2)cc1
  A: -5; B: 7; C: 10; D: 36; E: 9; F: -4
[2] CCOC(=O)c1ccc(S(=O)(=O)NCCCc2c(C)nc(N)[nH]c2=O)cc1
  A: -11; B: -4; C: -13; D: 1; E: -23; F: 3
[3] COc1ccc(NC=O)c(C)c1
  A: -39; B: -29; C: -5; D: 29; E: -10; F: -10
[4] CCC(=O)Cc1ccc(OC)c(OC)c1
  A: -4; B: 2; C: 20; D: 9; E: 7; F: 0
[5] CC#CC(O)(C(=O)OC1CC(C)N(C)C(C)(C)C1)C1CCCC1 (stereo not drawn)
  A: -4; B: 0; C: 8; D: 9; E: -17; F: -30
[6] CCCc1cc(OC(=O)c2c(O)cc(OC)cc2CCC)cc(O)c1C(=O)O
  A: 44; B: 24; C: 16; D: 32; E: 49; F: 35
[7] Cc1onc(-c2ccccc2Cl)c1C1=N/C(=C/c2cc(Cl)cc(Cl)c2O)C(=O)O1
  A: 60; B: 76*; C: 79*; D: 77*; E: 72*; F: 79*
[8] CNc1nc2c(C)ccc3nc(N(C)C)nc-3c2n1C
  A: -22; B: 15; C: 4; D: 20; E: 16; F: 1
[9] O=C(O)COc1ccc2ccccc2c1 (tested in a mixture with another compound)
  A: -20; B: -6; C: -26; D: 0; E: -38; F: -36
[10] N#Cc1c(N2CCOCC2)c(-c2ccccc2)c(N2CCOCC2)n2c1nc1ccccc12
  A: 6; B: 9; C: 7; D: -7; E: -7; F: 34
[11] O=C1OC(=O)C2C1C1c3ccccc3C2(Br)c2ccccc21 (stereo not drawn)
  A: 14; B: 8; C: 0; D: 4; E: -6; F: -3
[12] Cc1cc(O)c(C)cc1O
  A: 6; B: 22; C: -3; D: -8; E: 6; F: 16
[13] Cc1ccc(-c2nc(-c3cnccn3)n(C3OC(CO)C(O)C(O)C3O)n2)cc1 (stereo not drawn)
  A: -41; B: -33; C: -38; D: -48; E: 2; F: -10
[14] NC(Cc1ccc(OC(c2ccccc2)(c2ccccc2)c2ccccc2)cc1)C(=O)O (stereo not drawn)
  A: -10; B: -12; C: 1; D: -6; E: -18; F: -24
[15] COc1ccc(-c2cc(=O)c3c(O)cc(C)cc3o2)cc1OC
  A: -26; B: -22; C: nt; D: nt; E: nt; F: -24
[16] CC1=C[P+](c2ccccc2)(c2ccccc2)C=C(C)O1
  A: 4; B: 4; C: 13; D: 4; E: 1; F: 9
[17] O=C(O)CCC(=O)NCCNC(=O)CC(=O)O
  A: -15; B: 9; C: 43; D: -2; E: 36; F: 11
[18] CC(C)N(C(C)C)C1C=CC(N(C(C)C)C(C)C)CC1 (stereo not drawn)
  A: -16; B: 0; C: 2; D: -7; E: -34; F: 5
[19] CC[n+]1c(C)sc2cc(Cl)c(-c3ccccc3)cc21
  A: 17; B: 34; C: 30; D: -3; E: -6; F: 23
[20] CCOC(=O)NN1C(=O)C(=P(c2ccccc2)(c2ccccc2)c2ccccc2)C(C(=O)OCC)=C1C
  A: -18; B: -17; C: -4; D: -15; E: 0; F: -16
[21] CCN(CC)CCC(=O)/C=C/c1ccccc1
  A: 100*!; B: 99*!; C: 100*!; D: 100*!; E: 99*!; F: 99*!
[22] CCCCCCCCCCNC(=O)CBr
  A: 65; B: 94*; C: -1; D: 98*; E: 19; F: 84*
[23] C/C=C/C(=O)N1c2ccccc2CC1c1c(C)[nH]c2ccccc12 (stereo not drawn)
  A: 95*; B: 97*; C: 94*; D: 96*; E: 96*; F: 94*
[24] CCCCCCCCCCCCCCCCc1c(C)nc(N(C)C)oc1=O
  A: 23; B: 2; C: -4; D: 21; E: 8; F: 19
[25] COC1CC(OC2CCC3(C)C(CCC45CCC(C6=CC(=O)OC6)C(C)(CCC43)C5=O)C2)OC(C)C1O (stereo not drawn)
  A: -12; B: -18; C: 3; D: 13; E: 18; F: 22

The final 3 entries of the part above lead into the next:
Key to letters – A = yeast mec2-1; B = mlh1 rad18; C = sgs1 mgt1; D = bub3; E = yeast cln2 rad14; F = rad50
[23] C/C=C/C(=O)N1c2ccccc2CC1c1c(C)[nH]c2ccccc12 (stereo not drawn)
  A: 95*; B: 97*; C: 94*; D: 96*; E: 96*; F: 94*
[24] CCCCCCCCCCCCCCCCc1c(C)nc(N(C)C)oc1=O
  A: 23; B: 2; C: -4; D: 21; E: 8; F: 19
[25] COC1CC(OC2CCC3(C)C(CCC45CCC(C6=CC(=O)OC6)C(C)(CCC43)C5=O)C2)OC(C)C1O (stereo not drawn)
  A: -12; B: -18; C: 3; D: 13; E: 18; F: 22
[26] CC(C1CCCC1=O)C1CCCC1=O (stereo not drawn)
  A: -18; B: -10; C: -5; D: -12; E: 5; F: -1
[27] Cc1cccc([N+](=O)[O-])c1Cl
  A: -72; B: -18; C: -36; D: -31; E: 11; F: -39
[28] Cc1noc2cccc(OCc3ccccc3)c12
  A: -41; B: -9; C: 5; D: 17; E: -1; F: -32
[29] Cc1ccccc1NC(=O)CSc1nnc(Cc2ccccc2)o1
  A: -21; B: -36; C: -37; D: -34; E: -14; F: -15
[30] Cc1c(Cl)cccc1NC(=O)C1CC(Br)C(Br)CC1C(=O)O (stereo not drawn)
  A: 7; B: 31; C: 2; D: 9; E: -48; F: 2
[31] Cc1nn(C)c2ncnc(N)c12
  A: 1; B: 8; C: 17; D: -9; E: -8; F: 11
[32] CC(=O)C1C(=O)C=C(C)OC1=O (stereo not drawn)
  A: 29; B: 71*; C: -1; D: 29; E: 4; F: 41
[33] COc1ccccc1NCS(=O)(=O)O
  A: -2; B: -8; C: -6; D: 11; E: -60; F: -7
[34] CC1C(C)C1(c1ccccc1)C(C)(C)O (stereo not drawn)
  A: 1; B: -3; C: 1; D: -24; E: 17; F: 9
[35] CC(C(=O)NN)C(O)C(C)(C)O (stereo not drawn)
  A: 4; B: 6; C: -7; D: -6; E: -48; F: 59
[36] Oc1ccc2ccccc2c1/C=N\Sc1ccc(Cl)cc1
  A: 35; B: 49; C: 64; D: 32; E: 29; F: 49
[37] Cc1cccc(Cc2ccccc2C(=O)c2ccccc2)c1C
  A: -7; B: -17; C: -6; D: 7; E: -19; F: 6
[38] CN(C)Cc1ncccc1O
  A: -59; B: -5; C: -42; D: -40; E: 14; F: -14
[39] CCOC(=O)/C=C\SCC(=O)OCC
  A: -4; B: -15; C: -6; D: 4; E: -33; F: -9
[40] CC(=O)NC1C(OCc2ccccc2)OC(COC(=O)CCCCCCCCCCNC(=O)CCNc2ccc([N+](=O)[O-])c3[nH]c4ccc(O)cc4c(=O)c23)C(O)C1OC(C)C(=O)N[C@H](C(=O)N[C@H](CCC(=O)O)C(N)=O)C(C)C (stereo partly drawn)
  A: -9; B: 4; C: -11; D: -9; E: 2; F: 22
[41] CC(=O)c1c(-c2ccc(F)cc2)c(-c2ccc(F)cc2)nn(CCO)c1=O
  A: -5; B: -7; C: -5; D: -6; E: 3; F: -11
[42] O=c1ccc2ccccc2cc1
  A: -19; B: 8; C: 21; D: 8; E: -40; F: 14
[43] O=C(/C=C/c1ccccc1)CC1=NC2NN(c3ccccc3)C(=O)C2=C1CC(=O)/C=C/c1ccccc1 (stereo not drawn)
  A: 11; B: 49; C: 46; D: -2; E: 25; F: 52
[44] CC(C)(C)CC(C)(C)NCc1ccccc1
  A: -6; B: 18; C: 2; D: 2; E: 0; F: 23
[45] CCOC(=O)NOCOC
  A: -3; B: 8; C: 4; D: 14; E: 10; F: 19
[46] O=C(O)C1(Br)CC1(c1ccccc1)c1ccccc1 (stereo not drawn)
  A: 5; B: 26; C: 4; D: -1; E: -14; F: 28
[47] O=Cc1cc(O)ccc1[N+](=O)[O-]
  A: -19; B: 16; C: -10; D: -13; E: 13; F: 11
[48] CCCCCCCCCCCC(=O)OCCS(=O)(=O)CCOC(=O)CCCCCCCCCCC
  A: 4; B: 22; C: -1; D: 15; E: -24; F: 30
[49] Clc1ccc(-c2nnc(-c3cccc4ccccc34)o2)cc1Cl
  A: -32; B: -15; C: -30; D: -48; E: 54; F: 10
[50] COc1ccc(NC(=O)/C(Cc2nc3ccccc3[nH]c2=O)=N\O)c(OC)c1
  A: -9; B: -14; C: -5; D: -5; E: 1; F: -2
[51] Nc1ncnc2c1ncn2C1CCN(CCO)C1=O (stereo not drawn)
  A: -6; B: -15; C: -29; D: -5; E: -17; F: -6
[52] O=C(CCCC(=O)N/N=C/c1cc(Cl)ccc1[N+](=O)[O-])N/N=C\c1cc(Cl)ccc1[N+](=O)[O-]
  A: 12; B: 7; C: 11; D: -2; E: 11; F: 21
[53] CC(C)=CCC[C@@H](C)[C@H]1CC[C@@]2(C)C3=C(CC[C@]12C)[C@@]1(C)C=C(O)C(=O)C(C)(C)[C@@H]1CC3
  A: 11; B: 31; C: 6; D: 2; E: 30; F: 26
[54] CC(=O)C1C(=O)C(=O)N(c2cccc(C)c2C)C1=O (stereo not drawn)
  A: 2; B: -12; C: -4; D: 9; E: -15; F: -12
[55] CCCCCC(=O)/C=C/Sc1n[nH]c(=O)[nH]c1=O
  A: 41; B: 62; C: 64; D: 55; E: 28; F: 60
[56] Cc1cnc(/N=c2\sc(C)cn2-c2ncc(C)s2)s1
  A: 9; B: -8; C: -18; D: -4; E: -2; F: -10
[57] CC(=O)Nc1ccc(C(=O)C=O)cc1
  A: -4; B: -41; C: 4; D: -14; E: 26; F: -1
[58] O=C1[C@@H]2C(c3ccc(Cl)cc3Cl)=NO[C@@H]2C(=O)N1c1ccc(Cc2ccc(N3C(=O)[C@H]4C(c5ccc(Cl)cc5Cl)=NO[C@H]4C3=O)cc2)cc1
  A: 1; B: 1; C: -2; D: 15; E: 23; F: 18
[59] O=C(CC(=O)c1ccc(Cl)cc1)Cc1ccc2ccccc2n1
  A: 39&29; B: 10&45; C: 34&37; D: 51&52; E: 39&45; F: 43&9
[60] COc1ccc(C(C)=O)c(C)c1OC
  A: 4; B: 15; C: 20; D: -22; E: 10; F: 23
[61] CC(=O)c1ccc(NC(=O)/C(=N\NC(N)=O)C(C#N)CC(C)(C)C=O)cc1 (stereo not drawn)
  A: 17; B: 17; C: -3; D: 34; E: 21; F: 29
[62] COc1ccc(/C=C2\CCC(Cc3ccccc3)(CN(C)C)C2=O)cc1 (stereo not drawn)
  A: -15; B: -72; C: 25; D: -12; E: 4; F: 20
[63] CCOC(=O)C(C(=O)OCC)=c1sc(=C(C(=O)OCC)C(=O)OCC)s1
  A: 8; B: 9; C: 17; D: -2; E: 5; F: 20
[64] S=c1sc2ccccc2n1CN1CCCCC1
  A: 15; B: 16; C: 45; D: 25; E: 11; F: 8
[65] Cc1ccc2c(c1)P(=O)(O)c1cc(C)ccc1S2
  A: -17; B: 20; C: 14; D: -4; E: 22; F: -12
[66] CN1C(=O)Cc2ccccc21
  A: -7; B: -1; C: -13; D: 21; E: 12; F: 10
[67] O=C(O)C1CC(c2ccccc2)=NN1c1ccccc1 (stereo not drawn)
  A: 60; B: 85*; C: 59; D: 46; E: 63; F: 19
[68] C=CCOc1cc2c(cc1OCC=C)C(=O)c1cc3c(cc1C2=O)OCO3
  A: -17; B: -28; C: -6; D: -11; E: -30; F: -62
[69] C/C(=N/Nc1ccc([N+](=O)[O-])cc1[N+](=O)[O-])C(CC(C(=O)NCc1ccccc1)/C(C)=N\Nc1ccc([N+](=O)[O-])cc1[N+](=O)[O-])C(=O)NCc1ccccc1 (stereo not drawn)
  A: -16; B: 12; C: 0; D: 21; E: -5; F: 5
[70] CCC(CO)N(C)C (stereo not drawn)
  A: 0; B: -3; C: -3; D: -1; E: -3; F: 6
[71] Cn1cnc2c(F)ncnc21
  A: 5; B: -10; C: -6; D: -8; E: -7; F: 11

Four consecutive records out of the list so far:
Key to letters – A = yeast mec2-1; B = mlh1 rad18; C = sgs1 mgt1; D = bub3; E = yeast cln2 rad14; F = rad50
[68] C=CCOc1cc2c(cc1OCC=C)C(=O)c1cc3c(cc1C2=O)OCO3
  A: -17; B: -28; C: -6; D: -11; E: -30; F: -62
[69] C/C(=N/Nc1ccc([N+](=O)[O-])cc1[N+](=O)[O-])C(CC(C(=O)NCc1ccccc1)/C(C)=N\Nc1ccc([N+](=O)[O-])cc1[N+](=O)[O-])C(=O)NCc1ccccc1 (stereo not drawn)
  A: -16; B: 12; C: 0; D: 21; E: -5; F: 5
[70] CCC(CO)N(C)C (stereo not drawn)
  A: 0; B: -3; C: -3; D: -1; E: -3; F: 6
[71] Cn1cnc2c(F)ncnc21
  A: 5; B: -10; C: -6; D: -8; E: -7; F: 11

Screens as filed in PubChem BioAssay.
